GLP1R ag – qHTS of GLP-1 Receptor Agonists; 380,000 tested, 0.007% active; HEK293 GLP-1R CRE-luciferase, luminescence, 4-6 h; cells express a hypersensitive GLP-1R form; Potency, µM (titrated, usually from 45.6 µM), inactives show at the highest dose activation, hits mostly activators; Glucagon-like peptide 1 receptor (Homo sapiens), P43220; also: % of control where 0% means no effect
Target sequence (P43220 whole entry, looked up): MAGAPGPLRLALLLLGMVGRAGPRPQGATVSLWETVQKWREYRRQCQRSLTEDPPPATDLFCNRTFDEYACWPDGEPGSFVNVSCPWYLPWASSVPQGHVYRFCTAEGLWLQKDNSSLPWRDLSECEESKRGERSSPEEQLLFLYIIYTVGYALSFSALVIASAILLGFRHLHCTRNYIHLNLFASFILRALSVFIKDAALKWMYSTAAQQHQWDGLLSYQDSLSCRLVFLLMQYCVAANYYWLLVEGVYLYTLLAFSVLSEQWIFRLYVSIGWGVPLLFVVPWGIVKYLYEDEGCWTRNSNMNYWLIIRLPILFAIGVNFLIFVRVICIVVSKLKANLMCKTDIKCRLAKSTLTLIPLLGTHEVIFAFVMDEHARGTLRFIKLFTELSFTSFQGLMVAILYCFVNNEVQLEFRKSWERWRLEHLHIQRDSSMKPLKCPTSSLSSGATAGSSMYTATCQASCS
HT1080-NT tox – qHTS for induction of synthetic lethality in tumor cells producing 2HG: qHTS for the HT-1080-NT fibrosarcoma cell line | HT-1080-NT fibrosarcoma viability, CellTiter-Glo ATP luminescence, 48 h | Potency, µM (top dose mostly 46.1 µM), without a hit: at the top dose activity, negative = less viability, hits mostly cytotoxic | 360,000 tested, 1.6% active;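 also: NT is the 2HG producing partner of a matched IDH1 knockdown line; 0% = DMSO-treated cells and -100% = media-only wells without cells; nearly all actives have a fitted effect of over 55% in size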
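HT-1080-NT fibrosarcoma cells (2HG-overproducing), 750 cells/well in RPMI with 5% FBS, dosed after 2 h and incubated 48 h at 37C. CellTiter-Glo luminescence normalized to DMSO and no-cell wells; concentration-response curves fitted and classed.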
KB-V1 MDR tox – qHTS assay for MDR1-selective chemotherapeutics: Primary screen using the drug-selected MDR subline cells KB-V1. KB-V1 MDR cells viability, CellTiter-Glo, 72 h. Potency, µM (highest dose often 46.1 µM), inactives show at the highest dose activity change, negative = cytotoxicity, usual class: cytotoxic. 400,000 tested, 3.4% active; also: % is scaled to controls: 0 for no effect and ±100 for the full control effect; nearly all actives have a fitted effect of over 60% in size
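In this primary screen, KB-V1 cells overexpressing P-gp are incubated with library compounds (lowest to highest concentration) for 72 h at 37 degrees C before a luminescent ATP viability read.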
GLP-1R inv ag – qHTS of GLP-1 Receptor Inverse Agonists (Inhibition Mode). Potency, µM (doses to about 38.3 µM), for inactives: top-dose activity change, negative = inhibition, hits mostly inhibitors. HEK293 GLP-1R CRE-luciferase, luminescence, 24 h; GLP-1R form is constitutively active. 410,000 tested, 1.6% active. Glucagon-like peptide 1 receptor (Homo sapiens), P43220; also: % is scaled to controls: 0 for no effect and ±100 for the full control effect; nearly all actives have a fitted effect of over 55% in size
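qHTS in 1536-well format: reporter HEK293 cells expressing constitutive GLP-1R activity in DMEM + 10% Nu serum, 24 hr with compounds at 37 deg C, luminescence read after 12 min with detection reagent.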
GLP1R cytotox – qHTS of GLP-1 Receptor Inverse Agonists: Cytotox Screen; HEK293 cAMP-luciferase reporter cells, luminescence, 24 h; Potency, µM (doses to about 38.3 µM), for the others: top-dose activity change, negative = inhibition, usual class: inhibitors; 410,000 tested, 0.13% active;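 also: loss of luciferase light is scored as toxicity; % is scaled to controls: 0 for no effect and ±100 for the full control effect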
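Quantitative HTS format, 1536 wells, 200 cells/uL seeded. Compounds: 23 nL, 24 h, 37 °C. Detection: luciferase reagent, luminescence at 12 min RT; decreased signal taken as cytotoxic.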
HT1080 IDH1KD tx – qHTS for induction of synthetic lethality in tumor cells producing 2HG: qHTS for the HT-1080-IDH1KD cell line; 360,000 tested, 2% active; AID 686971, 2013; HT-1080 IDH1 knockdown viability, ATP luminescence, 48 h; Potency, µM (titrated, usually from 46.1 µM), for inactives: at the highest dose activity, negative = toxicity, usual class: cytotoxic;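 also: 0% = DMSO wells and -100% = cell-free medium wells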
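Knockdown cells (IDH1KD HT-1080) received compounds 2 h after plating at 750 cells/well and were kept 48 h at 37 °C in 5% FBS RPMI. A CellTiter-Glo luminescence read gave % activity for curve fitting.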
SW480 rereplic – A quantitative high throughput screen for small molecules that induce DNA re-replication in SW480 colon adenocarcinoma cells; SW480 DNA re-replication, Hoechst DNA content imaging, 48 h; Potency, µM (highest dose often 46.1 µM), inactives show top-dose re-replication activation, most hits filed as activators; 340,000 tested, 1.8% active; also: % of control where 0% means no effect; nearly all actives have a fitted effect of over 55% in size
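Hoechst fluorescence of nuclei (405 nm excitation, 500-530 nm emission) measured by plate-scanning imager after 48 hr compound exposure at 37 C; re-replication scored as increased number of nuclei with elevated intensity.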
TDP-43 yeast inh – qHTS of TDP-43 Inhibitors; TDP-43 expressing yeast growth rescue, BacTiter-Glo, 24 h; Potency, µM (highest dose often 46.1 µM), for the others: at the highest dose growth rescue (activation), usual class: activators; 410,000 tested, 1.8% active; AID 652104, 2013; also: % of control where 0% means no effect; nearly all actives have a fitted effect of over 50% in size
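Yeast expressing TDP-43 (pregrown in raffinose, seeded at OD600=0.02 in galactose medium) exposed to compounds 24 hr at 30 deg C. Growth read by BacTiter-Glo luminescence; rescue of toxicity appears as increased signal.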
KB-3-1 tox – qHTS assay for MDR1-selective chemotherapeutics: Primary screen using the parental adenocarcinoma cell KB-3-1. KB-3-1 viability, CellTiter-Glo ATP luminescence, 72 h. AID 1347075, 2019. Potency, µM (series often up to 46.1 µM), inactives show at the highest dose activity change, negative = cytotoxic, actives largely listed as cytotoxic. 400,000 tested, 1.4% active; also: % is scaled to controls: 0 for no effect and ±100 for the full control effect; nearly all actives have a fitted effect of over 60% in size
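Using CellTiter-Glo luminescence, growth of non-resistant KB-3-1 adenocarcinoma cells is assessed 72 h after pin-tool compound addition at 37 °C. Normalized responses across the concentration series yield fitted curves.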
Active calls of the source: *; u = inconclusive; x = no result given; & = joins results of further samples; [ ] = remark or other dose. Calls follow the shape of the dose curve; as a rule, active = well fitted curve in the direction sought with a large enough effect; inconclusive = small, poorly fitted or top-dose-only effect, or another doubt; inactive = no such curve, though single readings can be large; an effect the other way counts as inactive or inconclusive. Potency is read from the fitted curve at half-maximal effect.

SMILES	GLP1R ag	HT1080-NT tox	KB-V1 MDR tox	GLP-1R inv ag	GLP1R cytotox	HT1080 IDH1KD tx	SW480 rereplic	TDP-43 yeast inh	KB-3-1 tox
COc1cccc(-c2cccc(-c3nc(C(=O)NCc4ccc5c(c4)OCO5)cc4c3[C@H](CCO)N(S(=O)C(C)(C)C)C4)c2)c1 (some centres not stated)	23%	u	0%	u	u	u	x	-19%	0%
Nc1cccc2c(O)cccc12	14%	-19%	u	-1%	0%	-16%	-2%	-14%	u
O=[N+]([O-])c1cc([N+](=O)[O-])c(Oc2cccc(Cl)c2Cl)cc1NN1CCCCC1	-4%	9%	3%	9%	-17%	11%	-1%	22%	0%
Cc1c(Cl)cccc1NC(=O)C1CCCN(C(=O)c2cnn(-c3ccccc3)c2-n2cccc2)C1 (configuration not stated)	x	x	15%	u	-8%	x	x	0%	0%
Cc1ccccc1S(=O)(=O)/N=C(/Nc1nc2ccccc2s1)c1ccccc1	-4%	-13%	-5%	u	-4%	-19%	0%	11%	-9%
CCOC(=O)C1=C(CN2CCN(c3ccccc3F)CC2)NC(=O)NC1c1ccc(Cl)cc1 (configuration not stated)	-1%	x	-16%	1%	-10%	x	x	-10%	-25%
NC(=O)C1(N2CCCCC2)CCN(C(=S)Nc2ccc(F)cc2)CC1	0%	-3%	u	-1%	10%	-3%	0%	-6%	1%
COc1cccc(CNC(=O)CCNS(=O)(=O)c2cccc3nsnc23)c1	-1%&0%	0%	-6%&-9%	2%&6%	-1%&1%	10%	u	-4%&-4%	-11%&4%
O=C(NN1CCOCC1)c1ccc(Cl)c(Cl)c1	1%	10%	21%	20%	5%	14%	-5%	-5%	2%
C=C(C)C(=O)Nc1ccc(NC(C)C)cc1	1%	5%	-2%	13%	1%	6%	-6%	9%	-6%
COc1ccccc1C(=O)NC(=O)COC(=O)CNC(=O)c1ccccc1	-1%	-1%	u	8%	9%	10%	-3%	12%	5%
COCc1c(C(=O)N/N=C(\C)c2ccncc2)nnn1-c1nonc1N	3%	6%	u	15%	1%	5%	-5%	25%	2%
Cc1ccc(OCc2nc3c4c(ncn3n2)-c2ccccc2CC42CCCC2)cc1	-4%	7%	u	0%	-10%	8%	-55%[inhibitor]	9%	-17%
Cc1ccc(C)c(-c2ccc(=O)n(C(C)C(=O)Nc3ccccc3C(F)(F)F)n2)c1 (configuration not stated)	x	x	-11%	u	6%	x	x	u	0%
Cn1c(=O)[nH]c(=O)c2c1nc(N1CCN(Cc3ccccc3)CC1)n2CCCc1ccccc1	2%	-6%	-6%	0%	-5%	1%	0%	-20%	12%

Reprinted at random: 3 compounds from above.
SMILES	GLP1R ag	HT1080-NT tox	KB-V1 MDR tox	GLP-1R inv ag	GLP1R cytotox	HT1080 IDH1KD tx	SW480 rereplic	TDP-43 yeast inh	KB-3-1 tox
COc1cccc(CNC(=O)CCNS(=O)(=O)c2cccc3nsnc23)c1	-1%&0%	0%	-6%&-9%	2%&6%	-1%&1%	10%	u	-4%&-4%	-11%&4%
COCc1c(C(=O)N/N=C(\C)c2ccncc2)nnn1-c1nonc1N	3%	6%	u	15%	1%	5%	-5%	25%	2%
C=C(C)C(=O)Nc1ccc(NC(C)C)cc1	1%	5%	-2%	13%	1%	6%	-6%	9%	-6%

Later entries.
SMILES	GLP1R ag	HT1080-NT tox	KB-V1 MDR tox	GLP-1R inv ag	GLP1R cytotox	HT1080 IDH1KD tx	SW480 rereplic	TDP-43 yeast inh	KB-3-1 tox
O=C(Nc1ccccc1C(=O)NCCN1CCOCC1)c1cccc([N+](=O)[O-])c1	8%	0%	x	27%	-2%	-3%	u	-30%[inhibitor]	x
CCCCC(=O)NC(=S)NNC(=O)CCc1ccccc1	-1%	3%	u	11%	-15%	-2%	10%	-74%[inhibitor]	-8%
Fc1ccc(-c2cn3cc(Cc4ccc(Cl)cc4)sc3n2)cc1	2%	x	16%	-11%	0%	x	x	27%	u
c1ccc(OCCCn2nnc(-c3ccncc3)n2)cc1	-2%	0%	u	4%	5%	0%	-3%	12%	-12%
CC(OC(=O)c1cccnc1Cl)C(=O)NC1CCCCC1 (configuration not stated)	-3%	6%	2%	-11%	-6%	0%	x	22%	17%
O=C(CCc1ccccc1)N[C@@H]1c2ccccc2CC[C@H]1OCc1ccccc1	0%	u	0%	u	5%	-25%	5%	-14%	-15%
CC(=O)Nc1ccc(S(=O)(=O)N2CCN(Cc3nc4sc(C)c(C)c4c(=O)[nH]3)CC2)cc1	0%	u	15%	-3%	7%	u	-1%	-15%	3%
CC(C)OC(=O)C1CC(C)(O)C(=O)C(C(=O)OC(C)C)C1c1ccc([N+](=O)[O-])cc1 (configuration not stated)	-1%	8%	u	u	-1%	4%	-28%	-24%	-6%
Cc1ccc(C(=O)c2cn(Cc3cccc(F)c3)c3nc(C)ccc3c2=O)cc1	-1%	x	11%	u	4%	x	x	14µM*	2%
CC(=O)c1sc(NC(=O)C2CCN(C(=O)c3ccc(F)cc3)CC2)nc1-c1ccccc1	-1%	-4%	-6%	u	-28%	1%	16%	27%	-2%
Cc1ccc(CNC(=O)C2CCCN(S(=O)(=O)c3cccc4nsnc34)C2)cc1 (configuration not stated)	0%	x	-13%	8%	3%	x	x	13%	-6%
S=C(NCc1ccco1)Nc1ccc(Cl)cn1	3%	4%	9%	u	u	-4%	4%	-7%	1%
CC1CN(C(=O)COC(=O)c2ccc(C#N)cc2)CC(C)O1 (configuration not stated)	-2%	16%	u	13%	-2%	2%	-9%	4%	9%
Fc1ccc(-c2nc3c4ccccc4ccn3c2Cc2cccc(Cl)c2)cc1	-4%	-34%	-10%	u	4%	-23%	x	14µM*	-15%
COc1ccc(S(=O)(=O)N2CCN(C(=O)CCC3CCCC3)CC2)cc1	-1%	-5%	u	u	-28%	-2%	2%	22%	-7%
CCN(CC)S(=O)(=O)c1cc(C(=O)Nc2cc(C)on2)ccc1Cl	2%	2%	-13%	-24%	-4%	-10%	-7%	-18%	-18%
Cc1ccn(CCC(=O)N2CCCC(CCC(=O)NCc3ccc(F)c(F)c3)C2)n1 (configuration not stated)	4%	1%	-17%	2%	4%	-6%	-11%	-13%	-2%
CCOc1ccc(N(CC(=O)NCc2ccccc2Cl)S(=O)(=O)c2c(C)[nH]c(=O)[nH]c2=O)cc1	0%	8%	31%&16%	18%&-10%	-1%&0%	7%	21%	10%&4%	u
Cc1ccc(NC(=O)c2cc(N(C)C)ccc2[P+](=O)O)cc1	2%	0%	-1%	6%	7%	2%	u	-10%	2%
Cc1cccc(-n2nnnc2-c2cnccc2C(F)(F)F)c1C	3%	5%	u	-17%	18%	-3%	7%	0%	-18%
NC(=O)Nn1c(CCC(=O)O)ccc1-c1ccc(Br)cc1	-5%	-3%	6%	-2%	3%	-5%	-2%	-14%	1%
Cn1nc(C(=O)NCCc2ccc(Cl)cc2)c2c1-c1ccccc1S(=O)(=O)C2	5%	-13%	-18%	-32%	-1%	-18%	13%	-6%	-4%
CCOc1ncccc1C(=O)NCc1cccc(OC)c1	11%	22%	u	-1%	-1%	27%	-7%	0%	13%
COc1ccc(CCNC(=O)CSc2ncc(C(=O)Nc3ccccc3)c(=O)n2C)cc1	3%	-21%	-12%	-16%	0%	-3%	-5%	-23%	14%
N#C/C(=C\c1cn(-c2ccccc2)nc1-c1ccccc1)S(=O)(=O)c1ccccc1	-2%	0%	u	20%	0%	-2%	-1%	-10%	5%
COc1cccc(NC(=O)CSc2ccc(-c3ccco3)nn2)c1	1%	-1%	u	7%	-8%	-1%	1%	u	-6%
COc1cccc(C(=O)NCC(c2cccnc2)N2CCN(c3ccccc3OC)CC2)c1 (configuration not stated)	-1%	-1%	-4%	-10%	5%	-15%	-3%	8%	u
CCOc1ccc(S(=O)(=O)NCc2ccc3c(c2)OCO3)cc1	4%	-8%	-32%	11%	5%	3%	u	18%	0%
Cc1cc(C(=O)CN2C(=O)C(=O)N(Cc3ccccc3)C2=O)c(C)n1CC1COc2ccccc2O1 (configuration not stated)	6%	5%	-12%	u	-3%	-14%	14%	-22%	-13%
NC(=O)N/N=C/c1c(F)c(F)c(F)c(F)c1F	0%	5%	u	1%	3%	5%	u	5%	-13%
NC(CCc1ccccc1)c1csc(Nc2ccc(C(F)(F)F)cn2)n1 (configuration not stated)	-8%	-28%	0%	u	u	u	x	9%	0%
CCCS(=O)(=O)N1CCC(C(=O)NCc2ccc3c(c2)OCO3)CC1	1%	9%	16%	9%	1%	5%	-33%[inhibitor]	22%	2%
O=c1[nH]c(=O)n(-c2ccccc2)c2c1C(C(F)(F)F)(C(F)(F)F)N=C(CCC1CCCCC1)N2	3%	-2%	5.2µM*	-1%	-2%	0%	u	-21%	-7%
COc1cc2ccccc2cc1C(=O)NCc1ccncc1	9%	u	-1%	19%	-2%	2%	1%	14%	0%
CCCCOc1cccc(C(=O)N(Cc2ccc(Cl)cc2)C2CCS(=O)(=O)C2)c1 (configuration not stated)	x	x	u	u	-19%	x	x	u	0%
COC(=O)c1cc2ccsc2n1CC(=O)N(C)C1CCCCC1	3%	-11%	-11%	-35%	10%	0%	-3%	-13%	-1%
CC(C)(C)OC(=O)N1CCC(c2cc(=O)n3[nH]cc(C(=O)Nc4ccc(F)c(Cl)c4)c3n2)CC1	8%	-1%	14%	29%	9%	0%	1%	6%	8%
CCOC(=O)C(=C1Nc2ccccc2N1)n1c(-c2cnccn2)nc2ccccc21	4%	-2%	u	5%	6%	0%	x	2%	13%

Screens: PubChem BioAssay, National Center for Advancing Translational Sciences (NCATS)
